PG9 binder – binds the HIV-1 gp120 antibody PG9; 360,000 tested, 0.43% active; inhibition, % at 6.7 µM; TR-FRET gp120-PG9 antibody binding; in the data active means inhibition above about 8.5%
GC-B act – GC-B (human) receptor activation | HEK293-GC-B cells, CNP EC30, cGMP TR-FRET; 0% at EC30 CNP, 100% saturating CNP | AID 1920062 | activation, % at 10 µM | 370,000 tested, 0.11% active | P20594;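 active means activation at 10 µM reaching about 35% in either raw or pattern-adjusted values, limit read from the data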
ARFGAP1 inhibitor – rat ARFGAP1 inhibition | Q62848 | Arfgap1-stimulated ARF1 GTP hydrolysis, GDP FP detection | inhibition, % at 16.5 µM | 360,000 tested, 0.26% active | AID 651572;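 active means inhibition above a per-plate limit, mean inhibition of low control wells plus 3 SD, cut at about 25% in these data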;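 further: 0% = DMSO wells with enzyme and 100% = wells lacking Arfgap1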
Target sequence (Q62848 1-136 limits assumed): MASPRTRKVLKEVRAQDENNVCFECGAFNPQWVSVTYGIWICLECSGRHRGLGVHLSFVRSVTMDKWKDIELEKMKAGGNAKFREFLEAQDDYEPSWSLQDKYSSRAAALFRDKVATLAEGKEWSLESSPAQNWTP
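Repeats: one replicate per compound; assay system: rat Arfgap1 catalytic domain, aa 1-136; times: enzyme reaction 120 min at 25 °C after 20 min preincubation; detection: FP of antibody-bound GDP Alexa 633 tracer, ex 620/em 688 nm; benchmarks: high control wells lacking Arfgap1, low control full reaction with DMSO; reagent: human ARF1(Δ1-17)-GTP substrate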
NR1D1 modulator – Rev-erb alpha (human) modulation; P20393; activity, % at 10 µM; Rev-erbα–FITC-DNA binding, fluorescence polarization, 90 min; 370,000 tested, 0.79% active;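 active means activity above about 14%, limit read from the data; passing the limit was not always enough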;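 further: 0% = DMSO wells with 35 nM protein and 100% = DMSO wells with 750 nM protein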
rCAG RNA binder – binds r(CAG) RNA repeats. r(CAG) RNA repeat, TO-PRO-1 dye displacement fluorescence. inhibition, % at 3 µM. 370,000 tested, 1.3% active;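 active means inhibition above the plate cutoff, the mean of all test compounds on that plate plus 3 SD, cut at about 35% in these data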;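 further: 0% = DMSO alone and 100% = 100 µM mitoxantrone as full dye displacement; higher means more dye released from RNA so lower well fluorescence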
ABHD4 inh – inhibitors of mouse ABHD4. AID 720543. 370,000 tested, 0.54% active. Q8VD66. purified mABHD4, FP-Rh probe fluorescence polarization. inhibition, % at 8.92 µM;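 active means inhibition exceeding the mean over every tested compound plus 3 SD, cut at about 30% in these data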;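 further: 0% = plate median of compound wells and 100% = S159A mutant with DMSO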
Target sequence (Q8VD66 whole entry, looked up): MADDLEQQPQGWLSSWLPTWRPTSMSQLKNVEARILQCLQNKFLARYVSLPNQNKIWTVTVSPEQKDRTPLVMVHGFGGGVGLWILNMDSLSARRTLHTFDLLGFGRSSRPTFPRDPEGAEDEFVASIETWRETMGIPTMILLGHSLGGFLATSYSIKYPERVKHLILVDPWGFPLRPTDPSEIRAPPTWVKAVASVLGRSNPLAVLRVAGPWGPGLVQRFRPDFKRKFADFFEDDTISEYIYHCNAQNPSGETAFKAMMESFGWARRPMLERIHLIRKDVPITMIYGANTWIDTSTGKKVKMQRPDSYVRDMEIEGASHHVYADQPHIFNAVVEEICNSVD
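Test system: mABHD4 protein; Read-out basis: % inhibition; Incubation: 45 min + 60 min at 25 °C; Repeats: single replicate; Technique: fluorescence polarization with parallel and perpendicular emission, 525/598 nm; Compound: 8.92 µM, single dose; Benchmarks: full inhibition S159A mutant plus DMSO, zero as sample-well median.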
ASAP1 GAP inh – ASAP1 ArfGAP inhibition; Q9ULH1; ASAP1-stimulated ARF1 GTP hydrolysis, GDP FP detection; inhibition, % at 16.5 µM; 360,000 tested, 0.19% active; AID 624377; in the data active means inhibition above about 25%;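 further: 0% = vehicle with enzyme and substrate and 100% = no enzyme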
SMARCA2 activ – increases SMARCA2 function in MMTV reporter cells | AID 652017 | 370,000 tested, 1% active | MG213 cells, MMTV-luciferase reporter, dexamethasone, overnight | activation, % at 9.1 µM; in the data active means activation above about 7.8%;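 further: 0% = vehicle wells and 100% = reference activator wells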
HTRA1 inhibitor – inhibitors of human serine peptidase HTRA1; recombinant HTRA1, FP-rhodamine activity-based probe, fluorescence polarization; inhibition, % at 5.96 µM; 340,000 tested, 0.5% active; in the data active means inhibition above about 36%;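 further: 0% = enzyme with DMSO and 100% = wells lacking enzyme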
Target sequence (Q92743 whole entry, looked up): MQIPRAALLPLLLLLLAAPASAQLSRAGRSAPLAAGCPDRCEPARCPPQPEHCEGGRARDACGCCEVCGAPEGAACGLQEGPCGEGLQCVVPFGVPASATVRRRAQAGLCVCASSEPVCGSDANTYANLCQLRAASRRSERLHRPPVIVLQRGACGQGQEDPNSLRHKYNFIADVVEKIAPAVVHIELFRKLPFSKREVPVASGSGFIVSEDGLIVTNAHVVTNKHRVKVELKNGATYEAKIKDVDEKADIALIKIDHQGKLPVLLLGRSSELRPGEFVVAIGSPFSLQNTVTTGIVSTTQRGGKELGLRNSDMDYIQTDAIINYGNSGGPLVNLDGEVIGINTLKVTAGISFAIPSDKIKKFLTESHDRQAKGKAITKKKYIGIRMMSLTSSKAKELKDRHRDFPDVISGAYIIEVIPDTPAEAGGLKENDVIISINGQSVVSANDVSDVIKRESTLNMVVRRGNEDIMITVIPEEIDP
GC-A act – GC-A (human) enzyme activation; P16066; HEK293 GC-A cells, cGMP TR-FRET, EC30 ANP; 0% at EC30 ANP, 100% saturating ANP; activation, % at 10 µM; 370,000 tested, 0.14% active; AID 1671463; in the data active means activation above about 40%
An asterisk follows results filed as active.

CC(=O)Nc1ccccc1OCCOc1ccc(Br)cc1 was read as PG9 binder -0.2, GC-B act -5, ARFGAP1 inhibitor 7, NR1D1 modulator -5, rCAG RNA binder -2, ABHD4 inh -1, ASAP1 GAP inh 13, SMARCA2 activ -6, HTRA1 inhibitor -9 and GC-A act 6.
O=C(CCNS(=O)(=O)c1ccc(Br)cc1)NCc1ccc(F)cc1 was read as PG9 binder -1.4, GC-B act 4, ARFGAP1 inhibitor -10, NR1D1 modulator 0, rCAG RNA binder 2, ABHD4 inh 1, ASAP1 GAP inh -15, SMARCA2 activ 1, HTRA1 inhibitor 1 and GC-A act 1.
COc1ccc(OC)c(C(=O)c2nc3c(n2O)CCCCC3)c1 was read as PG9 binder 3.0, GC-B act 1, ARFGAP1 inhibitor 7, NR1D1 modulator 3, rCAG RNA binder -3, ABHD4 inh 3, ASAP1 GAP inh -7, SMARCA2 activ -4, HTRA1 inhibitor 5 and GC-A act 2.
Screening Cc1cc2oc(C(=O)Nc3ccc(S(N)(=O)=O)cc3)c(C)c2cc1Cl returned PG9 binder -1.1, GC-B act -4, ARFGAP1 inhibitor 12, NR1D1 modulator 2, rCAG RNA binder 8, ABHD4 inh 3, ASAP1 GAP inh 2, SMARCA2 activ -3, HTRA1 inhibitor 4 and GC-A act -15.
For CN(C(=O)c1ccccc1C(=O)OCC(=O)c1ccc(F)c(F)c1)C1CCCCC1 the results were PG9 binder 0.1, GC-B act -1, ARFGAP1 inhibitor 7, NR1D1 modulator -4, rCAG RNA binder -7, ABHD4 inh -2, ASAP1 GAP inh -8, SMARCA2 activ -4, HTRA1 inhibitor -13 and GC-A act -5.
O=C(CSc1nnc(-c2cccc(Br)c2)o1)N1CCOCC1 was read as PG9 binder -2.2, GC-B act 0, ARFGAP1 inhibitor 2, NR1D1 modulator -4, rCAG RNA binder -3, ABHD4 inh -8, ASAP1 GAP inh -3, SMARCA2 activ 0, HTRA1 inhibitor 2 and GC-A act 4.
For O=C(NCCCN1CCCC1)Nc1cccc2ccccc12 the results were PG9 binder -1.2, GC-B act -2, ARFGAP1 inhibitor 9, NR1D1 modulator -8, rCAG RNA binder 7, ABHD4 inh -2, ASAP1 GAP inh -2, SMARCA2 activ -1, HTRA1 inhibitor 3 and GC-A act -2.
`COC(=O)c1cc2oc(C)cc2n1CC(=O)Nc1ccc(C)c(C)c1` gave PG9 binder 0.6, GC-B act 0, ARFGAP1 inhibitor -3, NR1D1 modulator 1, rCAG RNA binder 4, ABHD4 inh -14, ASAP1 GAP inh 1, SMARCA2 activ 0, HTRA1 inhibitor -24 and GC-A act 1.
COc1ccccc1NS(=O)(=O)c1ccc(C)c(C(=O)NC2CCN(Cc3ccccc3)CC2)c1 was read as PG9 binder -1.6, GC-B act 1, ARFGAP1 inhibitor 6, NR1D1 modulator -1, rCAG RNA binder -3, ABHD4 inh 3, ASAP1 GAP inh 12, SMARCA2 activ -3, HTRA1 inhibitor -7 and GC-A act 3.
`NC(=O)c1nsc(C(=O)N(c2ccccc2F)C(C(=O)NCc2ccccc2)c2ccc(O)cc2)c1N` (configuration not stated) gave PG9 binder -1.6, GC-B act -14, ARFGAP1 inhibitor 10, NR1D1 modulator 0, rCAG RNA binder 7, ABHD4 inh -29, ASAP1 GAP inh 2, SMARCA2 activ -3, HTRA1 inhibitor -40 and GC-A act -29.
For CCCCN1C(=O)CC(SC2CC(=O)N(CCCC)C2=O)C1=O (configuration not stated) the results were PG9 binder -0.1, GC-B act 2, ARFGAP1 inhibitor 4, NR1D1 modulator -5, rCAG RNA binder -2, ABHD4 inh -13, ASAP1 GAP inh 1, SMARCA2 activ -2, HTRA1 inhibitor 9 and GC-A act 5.
`CC(C)=C(NC(=O)c1ccccc1Cl)C(=O)NCCc1nc2ccccc2[nH]1` gave PG9 binder 0.1, GC-B act 0, ARFGAP1 inhibitor -3, NR1D1 modulator -3, rCAG RNA binder 3, ABHD4 inh 4, ASAP1 GAP inh -7, SMARCA2 activ 0, HTRA1 inhibitor 1 and GC-A act 3.
`COc1cccc(NC(=O)CSC2=NN3CCCC(=O)N=C3S2)c1` gave PG9 binder -0.8, GC-B act -5, ARFGAP1 inhibitor 5, NR1D1 modulator 1, rCAG RNA binder 6, ABHD4 inh -1, ASAP1 GAP inh -5, SMARCA2 activ -2, HTRA1 inhibitor -1 and GC-A act 1.
CCOC(=O)C1=C(C)NC2=C(C(=O)C(C(=O)OCC)C(c3ccccc3OC)C2)C1c1ccccn1 (configuration not stated) was read as PG9 binder -1.0, GC-B act -5, ARFGAP1 inhibitor 11, NR1D1 modulator -2, rCAG RNA binder -9, ABHD4 inh -8, ASAP1 GAP inh 6, SMARCA2 activ 0, HTRA1 inhibitor -3 and GC-A act -7.
COc1ccc(CCNC(=O)/C=C/c2ccco2)cc1 was read as PG9 binder 0.4, GC-B act 0, ARFGAP1 inhibitor 3, NR1D1 modulator -2, rCAG RNA binder 5, ABHD4 inh 2, ASAP1 GAP inh -3, SMARCA2 activ -2, HTRA1 inhibitor -9 and GC-A act 1.
Cn1c(=O)[nH]c(=O)c2c1nc(SCc1ccccc1Cl)n2CC(N)=O was read as PG9 binder -0.2, GC-B act 3, ARFGAP1 inhibitor -5, NR1D1 modulator 4, rCAG RNA binder -3, ABHD4 inh 4, ASAP1 GAP inh 5, SMARCA2 activ -1, HTRA1 inhibitor 8 and GC-A act -1.
For c1ccc(-c2cccc3[nH]cc(-c4ccccc4)c23)cc1 the results were GC-B act -6, NR1D1 modulator -1, rCAG RNA binder 2, ABHD4 inh 9, SMARCA2 activ -2 and GC-A act -4.
`c1ccc(OCCNc2ccn3nc(-c4cccs4)cc3n2)cc1` gave PG9 binder 0.7, GC-B act -6, ARFGAP1 inhibitor 4, NR1D1 modulator 3, rCAG RNA binder 7, ABHD4 inh -36, ASAP1 GAP inh 5, SMARCA2 activ -7 and GC-A act -1.
`O=C(NC1CCN(Cc2ccccc2)CC1)c1ccc(CS(=O)c2ccccc2Cl)o1` (configuration not stated) gave PG9 binder 0.3, GC-B act -3, ARFGAP1 inhibitor -6, NR1D1 modulator -7, rCAG RNA binder 1, ABHD4 inh 2, ASAP1 GAP inh -3, SMARCA2 activ -1, HTRA1 inhibitor -6 and GC-A act -2.
For COc1ccc(-c2cc([N+](=O)[O-])ccc2OCC(=O)N(C)CC(=O)Nc2ccc(C)cc2)cc1 the results were PG9 binder 1.5, GC-B act -3, ARFGAP1 inhibitor 0, NR1D1 modulator -4, rCAG RNA binder 15, ABHD4 inh -81, ASAP1 GAP inh 6, SMARCA2 activ -2, HTRA1 inhibitor -75 and GC-A act -5.

Of the compounds above, 2 have an aryl thioether with sulfur outside any ring:
O=C(CSc1nnc(-c2cccc(Br)c2)o1)N1CCOCC1 was read as PG9 binder -2.2, GC-B act 0, ARFGAP1 inhibitor 2, NR1D1 modulator -4, rCAG RNA binder -3, ABHD4 inh -8, ASAP1 GAP inh -3, SMARCA2 activ 0, HTRA1 inhibitor 2 and GC-A act 4.
Cn1c(=O)[nH]c(=O)c2c1nc(SCc1ccccc1Cl)n2CC(N)=O was read as PG9 binder -0.2, GC-B act 3, ARFGAP1 inhibitor -5, NR1D1 modulator 4, rCAG RNA binder -3, ABHD4 inh 4, ASAP1 GAP inh 5, SMARCA2 activ -1, HTRA1 inhibitor 8 and GC-A act -1.

Going on with the list:
`CCC(CC)C(=O)Nc1c2c(nn1-c1ccc(OC)cc1)CS(=O)C2` (configuration not stated) gave PG9 binder 2.2, GC-B act -2, ARFGAP1 inhibitor 1, NR1D1 modulator 4, rCAG RNA binder 3, ABHD4 inh 3, ASAP1 GAP inh 13, SMARCA2 activ -8, HTRA1 inhibitor -2 and GC-A act 0.
`C[C@H](CO)N1C[C@H](C)[C@@H](CN(C)C)Oc2c(NC(=O)Cc3ccccc3)cccc2C1=O` gave PG9 binder -2.2, GC-B act -2, ARFGAP1 inhibitor 14, NR1D1 modulator 4, rCAG RNA binder 0, ABHD4 inh 1, ASAP1 GAP inh -27, SMARCA2 activ -6, HTRA1 inhibitor -3 and GC-A act 0.
O=C(COC(=O)c1n[nH]c2ccccc12)NCCc1ccc(Cl)cc1 was read as PG9 binder -1.0, GC-B act -5, ARFGAP1 inhibitor 0, NR1D1 modulator 2, rCAG RNA binder 3, ABHD4 inh -3, ASAP1 GAP inh -4, SMARCA2 activ 1, HTRA1 inhibitor -25 and GC-A act -3.
C/C(=C/c1ccccc1)C(=O)N1CCN(c2ccc(F)cc2)CC1 was read as PG9 binder -0.1, GC-B act -3, ARFGAP1 inhibitor 1, NR1D1 modulator -2, rCAG RNA binder -7, ABHD4 inh 2, ASAP1 GAP inh 2, SMARCA2 activ 2, HTRA1 inhibitor 1 and GC-A act -1.
`OCCC1CN(C/C=C/c2ccco2)CCN1Cc1ccccc1` (configuration not stated) gave PG9 binder 0.5, GC-B act 7, ARFGAP1 inhibitor 4, NR1D1 modulator 2, rCAG RNA binder -1, ABHD4 inh 8, ASAP1 GAP inh 3, SMARCA2 activ 0, HTRA1 inhibitor 8 and GC-A act 3.
Cc1cc(C)n2c(SCCN3C(=O)c4ccccc4C3=O)nnc2n1 was read as PG9 binder 0.0, GC-B act -1, ARFGAP1 inhibitor -10, NR1D1 modulator 2, rCAG RNA binder 0, ABHD4 inh 1, ASAP1 GAP inh 1, SMARCA2 activ -1, HTRA1 inhibitor 3 and GC-A act -2.
`O=S(=O)(Nc1nccs1)c1ccc(Nc2nnc(-c3ccccc3)c3ccccc23)cc1` gave PG9 binder -3.3, GC-B act -3, ARFGAP1 inhibitor -5, NR1D1 modulator 2, rCAG RNA binder 54*, ABHD4 inh -17, ASAP1 GAP inh 0, SMARCA2 activ 0, HTRA1 inhibitor -21 and GC-A act -10.
Screening Nc1ccccc1C#Cc1ccc2[nH]ccc2c1 returned PG9 binder 0.0, GC-B act -5, ARFGAP1 inhibitor 18, NR1D1 modulator -3, rCAG RNA binder 24, ABHD4 inh -3, ASAP1 GAP inh 6, SMARCA2 activ 10*, HTRA1 inhibitor 9 and GC-A act -2.
`O=C(NCc1nnc(SCC(=O)N2CCCCCC2)o1)c1ccc(F)cc1` gave PG9 binder -0.4, GC-B act 5, ARFGAP1 inhibitor 13, NR1D1 modulator 4, rCAG RNA binder -2, ABHD4 inh -10, ASAP1 GAP inh 2, SMARCA2 activ -2, HTRA1 inhibitor 2 and GC-A act -3.
`Cc1ccc(C(=O)NNC(=O)CSc2nnc(-c3ccccc3)n2Cc2ccccc2)cc1` gave PG9 binder 1.9, GC-B act 0, ARFGAP1 inhibitor 5, NR1D1 modulator 0, rCAG RNA binder 1, ABHD4 inh -14, ASAP1 GAP inh -5, SMARCA2 activ -3, HTRA1 inhibitor 2 and GC-A act -2.
`O=C(CC(NC(=O)c1ccccc1Cl)c1ccccc1)NC1=NCCS1` (configuration not stated) gave PG9 binder -0.8, GC-B act 0, ARFGAP1 inhibitor 4, NR1D1 modulator 5, rCAG RNA binder -1, ABHD4 inh 4, ASAP1 GAP inh -4, SMARCA2 activ 5, HTRA1 inhibitor 1 and GC-A act 2.
For Cc1cccc(NC(=O)CSc2nc(N)c(NC(=O)c3ccccc3F)c(=O)[nH]2)c1 the results were PG9 binder 1.0, GC-B act 2, ARFGAP1 inhibitor -8, NR1D1 modulator 4, rCAG RNA binder 1, ABHD4 inh 6, ASAP1 GAP inh 2, SMARCA2 activ -2, HTRA1 inhibitor 5 and GC-A act 1.

Rows were taken by chance; any-hit rate near 4.4%.
